# LANA DNA inh – inhibitors of KSHV LANA C-terminal domain DNA binding; MBP-C-LANA/FAM-LBS DNA binding, fluorescence polarization; inhibition, % at 9 µM; actives 0.078% (n = 340,000); AID 504423;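 active = highest replicate inhibition at or above 60% at 9 µM, even if other replicates fall short; inactive = all replicates below 60% inhibition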;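 note: 0% = neutral control wells and 100% = 4 µM acridine orange control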
# RTF Ca sens act – cardiac RTF calcium sensitization. IANBD-labeled TnC RTF fluorescence at EC20 calcium; 0% EC20 calcium, 100% full calcium. actives 0.24% (n = 340,000). P19429+P45379. activation, % at 7.2 µM. AID 493008;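 active = activation above the mean over all tested compounds plus 3 SD, cut at about 30% in these data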;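 note: rise in fluorescence read as greater calcium sensitivity of cardiac thin filaments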
# DSG3 Ab inh – human desmoglein-3 autoantibody binding inhibition | P32926 | DSG3-coupled beads, scFv-anti-DSG3-GFP binding, flow cytometry; active compounds read low | binding (percent of control), % at 10 µM | actives 0.48% (n = 310,000) | AID 588358;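 active = binding more than 3 SD below its plate's average and above zero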;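 note: hits lower antibody fragment binding to DSG3; some compounds called inactive have numbers as strong as hits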
# Wnt bcat act – Wnt/beta-catenin pathway activation; Wnt/beta-catenin reporter cell assay, activator, plate reader; actives 1.2% (n = 300,000); activation, % at 9.35 µM; in the data active = activation above about 30%, passing the limit was not always enough;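 note: 0% = neutral control wells and 100% = positive control wells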
# MOR-DOR ag – OPRM1-OPRD1 heterodimerization agonism | activation, % at 9.3 µM | cells, luminescence | P35372+P41143 | actives 0.3% (n = 340,000) | AID 504326; in the data active = activation above about 18%;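 note: 0% = vehicle-treated cells and 100% = reference agonist; values of inactives mirror those of a sister screen read the other way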
# V-ATPase pH – regulators of yeast V-ATPase proton transport. S. cerevisiae, pHLuorin cytosolic pH fluorescence. response, % at 10 µM. actives 0.37% (n = 350,000). AID 504577; in the data active = response mostly above about 7.3%, no sharp cut-off; inactive = mostly below about 5.4%; note: actives read high; inactives centre near 0; some compounds called inactive have numbers as strong as hits; reference of the scale not given here
# Cardiac RTF inh – cardiac RTF calcium desensitization. inhibition, % at 7.15 µM. IANBD-labeled cardiac RTF, Ca2+ fluorescence. P19429+P45379. actives 0.12% (n = 340,000);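 active = inhibition above the mean inhibition of all tested compounds plus 3 SD, cut at about 17% in these data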;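 note: assay run at fixed EC70 calcium of 1.6 mM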
# MOR-DOR inv ag – inverse agonist of human OPRM1-OPRD1 heterodimerization; actives 0.21% (n = 340,000); cell-based MOR-DOR heterodimer luminescence, inverse agonism; inhibition, % at 9.3 µM; P35372+P41143; in the data active = inhibition above about 22%, passing the limit was not always enough;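 note: 0% = cells with DMSO and 100% = wells without cells with DMSO; values of inactives mirror those of a sister screen read the other way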
# Keap1 Nrf2 FP – inhibitors of human Keap1-Nrf2 protein-protein interaction. inhibition, % at 9.4 µM. Q14145. actives 0.15% (n = 340,000). Keap1 Kelch-Nrf2 peptide fluorescence polarization, 1536-well; in the data active = inhibition above about 12%;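 note: human Keap1 Kelch domain with fluorescein labeled Nrf2 9mer peptide probe; 0% = neutral control wells and 100% = peptide positive control; higher means more block of Keap1 binding to Nrf2 peptide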
# Target sequence (Q14145 whole entry, looked up, the tested form may be a part): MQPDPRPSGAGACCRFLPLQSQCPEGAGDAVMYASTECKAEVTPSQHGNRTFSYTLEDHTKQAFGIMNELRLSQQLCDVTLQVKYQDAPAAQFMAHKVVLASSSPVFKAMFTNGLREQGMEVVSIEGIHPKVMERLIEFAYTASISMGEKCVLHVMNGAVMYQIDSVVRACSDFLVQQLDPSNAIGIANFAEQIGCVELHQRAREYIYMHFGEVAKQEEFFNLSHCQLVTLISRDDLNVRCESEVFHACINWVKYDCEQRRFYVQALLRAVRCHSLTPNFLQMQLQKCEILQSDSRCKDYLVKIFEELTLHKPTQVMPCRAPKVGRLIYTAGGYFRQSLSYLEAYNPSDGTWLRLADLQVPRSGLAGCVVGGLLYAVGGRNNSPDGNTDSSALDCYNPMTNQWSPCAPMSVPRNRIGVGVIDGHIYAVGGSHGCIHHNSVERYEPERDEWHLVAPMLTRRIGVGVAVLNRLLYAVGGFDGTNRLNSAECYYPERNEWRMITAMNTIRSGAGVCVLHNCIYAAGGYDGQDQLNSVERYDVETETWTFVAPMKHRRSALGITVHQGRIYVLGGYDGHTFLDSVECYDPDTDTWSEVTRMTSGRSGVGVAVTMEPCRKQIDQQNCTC
# Arrestin-AP2 inh – blocks beta-arrestin peptide binding to AP2 adaptin. actives 0.31% (n = 340,000). inhibition, % at 10 µM. AID 504490. FITC-arrestin peptide / GST-AP2 beads, flow cytometry; AP2 beta2 appendage carries R879A mutation;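 active = inhibition above a set limit, near 3 SD of compounds lacking own fluorescence, cut at about 54% in these data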;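 note: plate controls were DMSO wells for no effect and 5 µM unlabelled arrestin peptide for full effect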
#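 System: GST-AP2 R879A bound to glutathione beads, E. coli-expressed. Also added: 50 nM FITC-arrestin peptide. Schedule: compound with beads 12 min RT, then probe 1 h RT. Signal: bead flow cytometry, FITC channel. Read-out basis: percent response.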
# * hit, by the source's call; / = not tested or not shown.
1. CC(=O)c1cccc(CN2CCN(C(C)C)C(CCO)C2)c1 (centres undefined)
2. O=C(CCCc1ccccc1)NCCN1CCOCC1
3. Nn1c(SCC(=O)Nc2nc3ccccc3s2)nncc1=O
4. CCCOc1ccc(N2C(=O)CC(NCc3ccncc3)C2=O)cc1 (centres undefined)
5. N#CC1(NC(=O)COC(=O)CCN=C2NS(=O)(=O)c3ccccc32)CCCCC1
6. CCOC(=O)c1nn(-c2ccccc2C)c2nc(-c3ccc(Cl)cc3)c(C#N)c(=O)n12
7. O=C(N/N=C/c1cccs1)c1cc(-c2ccc(Cl)s2)[nH]n1
8. O=C(NCC1COc2ccccc2O1)C1C2C=CC3(CN(Cc4cccs4)C(=O)C13)O2 (centres undefined)
9. CS(=O)(=O)N1CCN(C(=O)c2cccnc2)CC1
10. CCOC(=O)/C(C#N)=C\c1ccc(O)c(OC)c1
Screen / compound no.	1	2	3	4	5	6	7	8	9	10
Arrestin-AP2 inh	-2	12	-3	-1	5	-3	-3	-3	38	5
MOR-DOR inv ag	-27	8	9	14	6	-12	-35	3	12	18
V-ATPase pH	/	0	1	0	0	2	-1	-6	0	2
MOR-DOR ag	3.8	-1.6	-1.6	-2.6	-0.8	2.1	5.4	-0.5	-2.0	-2.5
RTF Ca sens act	-6	-3	0	10	-6	3	-9	8	-6	-5
Cardiac RTF inh	-11	0	-5	7	-8	1	-10	-9	4	-2
LANA DNA inh	-0.2	1.3	0.4	-0.5	-0.1	-0.5	1.8	-0.8	-0.9	-1.0
Wnt bcat act	-3	2	-1	/	4	/	-1	-7	-3	-1
DSG3 Ab inh	109	104	93	103	101	94	/	/	96	110
Keap1 Nrf2 FP	-6	-6	2	-5	-3	-1	5	2	-4	0

# Profiles from above. Order of screens: Arrestin-AP2 inh | MOR-DOR inv ag | V-ATPase pH | MOR-DOR ag | RTF Ca sens act | Cardiac RTF inh | LANA DNA inh | Wnt bcat act | DSG3 Ab inh | Keap1 Nrf2 FP
# Shown for CCCOc1ccc(N2C(=O)CC(NCc3ccncc3)C2=O)cc1 (centres undefined) → -1 | 14 | 0 | -2.6 | 10 | 7 | -0.5 | / | 103 | -5
# Shown for CC(=O)c1cccc(CN2CCN(C(C)C)C(CCO)C2)c1 (centres undefined) → -2 | -27 | / | 3.8 | -6 | -11 | -0.2 | -3 | 109 | -6

# (next part)
11. O=C(C(=O)N1CCN(Cc2ccccc2)CC1)c1c[nH]c2ccccc12
12. CN(CC(=O)NCc1ccc2c(c1)OCO2)S(=O)(=O)c1ccc(Cl)cc1
13. CCN(CC)P(=O)(Nc1ccc(SC(F)F)cc1)c1ccc(N(C)C)cc1NC(=O)c1ccco1 (centres undefined)
14. Cc1ccc(NC(=O)N(CCC#N)Cc2ccccc2)cc1
15. C#CC(CC)(CC)NC(=O)NC1CCCCC1
16. Cc1cccc(-n2nc3c(c2NC(=O)c2cc4ccccc4o2)CS(=O)(=O)C3)c1
17. CCc1nnc(NS(=O)(=O)c2ccc(NC(=O)CCC(=O)O)cc2)s1
18. CCOc1ccc(-n2c(=S)sc3c(=O)[nH]c(SCC(=O)N4CCC(C)CC4)nc32)cc1
19. Cc1ccc2nc(SCC(=O)Nc3ccc4c(c3)OCCO4)[nH]c2c1
20. CCC(CC)NC(=O)c1n[nH]c(=O)c2ccccc12
Screen / compound no.	11	12	13	14	15	16	17	18	19	20
Arrestin-AP2 inh	-1	5	-15	-22	3	10	2	22	27	-2
MOR-DOR inv ag	-15	3	2	9	16	9	14	9	8	19
V-ATPase pH	-1	-2	-2	-2	1	1	1	1	1	-3
MOR-DOR ag	3.0	-0.7	-0.5	-1.8	-3.4	-1.7	-2.6	-1.6	-1.6	-3.1
RTF Ca sens act	3	6	5	-3	-1	4	-5	-10	-4	3
Cardiac RTF inh	-6	1	-10	-3	4	-6	-3	4	2	-8
LANA DNA inh	-0.6	0.9	1.9	0.7	-0.5	-0.6	-1.7	0.5	0.6	-1.0
Wnt bcat act	-2	-1	1	0	-1	-4	-3	-3	2	0
DSG3 Ab inh	99	91	96	/	92	/	94	93	101	/
Keap1 Nrf2 FP	-3	-4	1	2	-3	-2	0	-2	4	1

# Overlap with the part before: four entries; new compounds follow.
17. CCc1nnc(NS(=O)(=O)c2ccc(NC(=O)CCC(=O)O)cc2)s1
18. CCOc1ccc(-n2c(=S)sc3c(=O)[nH]c(SCC(=O)N4CCC(C)CC4)nc32)cc1
19. Cc1ccc2nc(SCC(=O)Nc3ccc4c(c3)OCCO4)[nH]c2c1
20. CCC(CC)NC(=O)c1n[nH]c(=O)c2ccccc12
21. CC(C)[C@H](NC(=O)C1CCN(S(=O)(=O)c2ccc(F)cc2)CC1)C(=O)NCc1ccco1
22. O=C(Cc1ccc(-n2c(=O)[nH]c3ccsc3c2=O)cc1)N1CCN(c2ccc(Cl)cc2)CC1
23. COc1cccc(CC(=O)Nc2ccc(S(=O)(=O)Nc3nc(C)cc(C)n3)cc2)c1
24. O=C(Nc1ccccc1NC(=O)c1ccc(F)cc1)c1ccc(F)cc1
25. Cc1ccc(NC(=O)c2cc([N+](=O)[O-])ccc2Cl)c(O)c1
26. Cc1ccc(S(=O)(=O)NCCSc2nnnn2-c2ccc(C(N)=O)cc2)cc1
27. CCOP(=O)(OCC)/C(C#N)=C/c1c[nH]c2ccccc12
28. O=C(NNC(=S)Nc1ccccc1C(F)(F)F)c1cccnc1
29. Cc1ccccc1S(=O)(=O)/N=C(/c1ccccc1)N1CCOCC1
30. COc1cccc(-c2nnc(NC(=O)CCS(=O)(=O)c3ccc(C)cc3)o2)c1
Screen / compound no.	17	18	19	20	21	22	23	24	25	26	27	28	29	30
Arrestin-AP2 inh	2	22	27	-2	1	0	-14	1	7	15	1	4	-6	-4
MOR-DOR inv ag	14	9	8	19	10	0	-6	8	0	9	11	11	13	0
V-ATPase pH	1	1	1	-3	7	0	2	-1	-4	-3	-2	-1	-3	1
MOR-DOR ag	-2.6	-1.6	-1.6	-3.1	-1.9	0.0	1.3	-1.5	0.1	-1.7	-2.0	-2.1	-2.3	-0.1
RTF Ca sens act	-5	-10	-4	3	2	-3	3	-3	4	-1	-4	6	3	0
Cardiac RTF inh	-3	4	2	-8	-5	-15	-9	-10	1	-7	-3	-9	0	-26
LANA DNA inh	-1.7	0.5	0.6	-1.0	-1.1	-0.6	7.6	-5.0	2.2	-0.5	4.5	-1.3	1.3	2.3
Wnt bcat act	-3	-3	2	0	2	-10	-3	3	-1	-3	-1	0	0	1
DSG3 Ab inh	94	93	101	/	102	105	101	102	104	103	96	105	103	101
Keap1 Nrf2 FP	0	-2	4	1	-7	-5	-2	-2	-4	4	-5	5	3	6

31. O=C(NC(=S)Nc1cc([N+](=O)[O-])ccc1O)C1CC1
32. CCC(=O)c1ccc(OCC(=O)OCC(=O)NCC2CCCO2)cc1 (centres undefined)
33. CNc1ccccc1C(=O)OC
34. Cc1ccc(C)c(OCCC(=O)OCC(=O)NNC(=O)c2ccccc2)c1
35. CC1CCCN(C(=O)COC(=O)c2cccc(NS(=O)(=O)c3ccccc3)c2)C1 (centres undefined)
36. COc1ccc(F)cc1S(=O)(=O)NC1CC(C)(C)NC(C)(C)C1
37. N#CCC(=O)Nc1ccc(C(=O)NCC2(N3CCOCC3)CCCCC2)cc1
38. CCSc1cc(C)nc2c(-c3ccccc3)cnn12
39. Cc1ccc(C(C(=O)NC(C)(C)C)N(Cc2ccco2)C(=O)CCC(=O)Nc2ccccn2)cc1 (centres undefined)
40. Oc1ccccc1N=N/C(=N/Nc1ccccc1O)c1ccccc1
Screen / compound no.	31	32	33	34	35	36	37	38	39	40
Arrestin-AP2 inh	-5	2	4	1	3	-7	3	32	12	9
MOR-DOR inv ag	25	7	6	1	3	11	11	19	12	8
V-ATPase pH	1	-8	1	2	-1	4	0	-4	-4	-1
MOR-DOR ag	-4.6	-1.4	-1.2	-0.1	-0.5	-2.0	-2.9	-3.7	-1.9	-1.4
RTF Ca sens act	-5	-2	3	-3	-3	4	2	0	-5	-5
Cardiac RTF inh	3	-7	-3	0	-6	-3	-8	5	3	-4
LANA DNA inh	0.1	-1.9	-1.6	0.3	0.8	-1.9	0.2	1.0	0.2	-3.1
Wnt bcat act	6	-1	-1	-3	-1	-1	0	-3	-1	4
DSG3 Ab inh	/	108	97	113	105	94	/	102	/	99
Keap1 Nrf2 FP	-3	6	-1	1	-3	1	-9	0	-1	2

41. O=C(CCNC(=O)C1CCN(S(=O)(=O)c2ccccc2)CC1)NCc1ccc(Cl)cc1
42. O=C(Nc1cccc(Cl)c1)N(Cc1nc2ccccc2c(=O)[nH]1)C1CCCC1
43. CCC1CC(CSC(=N)N)OC1=O (centres undefined)
44. CCN(Cc1ccc(N(C)C)cc1)C(C)C(=O)Nc1ccc(S(=O)(=O)N2CCCC2)cc1 (centres undefined)
45. Cc1ccc(NC(=O)CSc2ncc(-c3ccccc3)n2C(=O)c2ccccc2)cc1
46. COC(=O)c1ccc(-n2cncn2)c(F)c1
47. Cc1ccc(N2NC(=O)/C(=C/c3ccc(-c4ccc(Cl)c(C(=O)O)c4)o3)C2=O)cc1C
48. Cc1ccc(N(C(=O)c2csnn2)C(C(=O)NC(C)(C)C)c2cccnc2)cc1C (centres undefined)
49. COc1cc(N)c(Cl)cc1C(=O)OCC(=O)N1CCCCCC1
50. CC(C)c1cc(C(=O)N/N=C/c2cccnc2)cs1
51. CCN1/C(=C/C=C2/SC(=Nc3cccc4ncccc34)N(C)C2=O)Sc2ccccc21
52. O=c1c2ccccc2nc2c3ccccc3c3nncn3n12
Screen / compound no.	41	42	43	44	45	46	47	48	49	50	51	52
Arrestin-AP2 inh	63*	32	-6	5	5	-5	6	8	27	12	10	-4
MOR-DOR inv ag	5	-8	/	0	-21	14	12	10	3	6	9	-1
V-ATPase pH	5	-2	9	1	-2	-2	1	1	2	-1	2	-17
MOR-DOR ag	-1.0	1.4	/	0.0	4.1	-2.6	-2.0	-1.9	-0.8	-1.3	-1.8	0.2
RTF Ca sens act	-1	-1	/	-2	-3	-1	-2	5	0	3	41*	3
Cardiac RTF inh	-2	-6	/	-4	1	1	-5	-1	-4	3	-28	-22
LANA DNA inh	0.6	3.6	/	-0.6	0.0	-1.0	-0.3	-0.2	0.6	-1.4	1.9	-0.8
Wnt bcat act	-2	/	0	0	12	/	-1	-1	7	/	4	/
DSG3 Ab inh	102	88	100	115	/	93	99	97	98	/	111	97
Keap1 Nrf2 FP	6	-1	/	1	-3	2	2	-4	6	-1	0	5
